# Compound activity deposited in PubChem by several laboratories.
# CHT PAM – allosteric activators of human choline transporter CHT; B-score at 10 µM; 310,000 compounds, 0.49% hits; CHT-expressing cells, membrane potential dye, choline EC20; active compounds read high; LV-AA mutant CHT in HEK293 cells; AID 488977;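 active = initial fluorescence not abnormally high and integrated response B-score, plate-corrected, over 3 SD above library mean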
# Target sequence (Q9GZV3 whole entry, looked up): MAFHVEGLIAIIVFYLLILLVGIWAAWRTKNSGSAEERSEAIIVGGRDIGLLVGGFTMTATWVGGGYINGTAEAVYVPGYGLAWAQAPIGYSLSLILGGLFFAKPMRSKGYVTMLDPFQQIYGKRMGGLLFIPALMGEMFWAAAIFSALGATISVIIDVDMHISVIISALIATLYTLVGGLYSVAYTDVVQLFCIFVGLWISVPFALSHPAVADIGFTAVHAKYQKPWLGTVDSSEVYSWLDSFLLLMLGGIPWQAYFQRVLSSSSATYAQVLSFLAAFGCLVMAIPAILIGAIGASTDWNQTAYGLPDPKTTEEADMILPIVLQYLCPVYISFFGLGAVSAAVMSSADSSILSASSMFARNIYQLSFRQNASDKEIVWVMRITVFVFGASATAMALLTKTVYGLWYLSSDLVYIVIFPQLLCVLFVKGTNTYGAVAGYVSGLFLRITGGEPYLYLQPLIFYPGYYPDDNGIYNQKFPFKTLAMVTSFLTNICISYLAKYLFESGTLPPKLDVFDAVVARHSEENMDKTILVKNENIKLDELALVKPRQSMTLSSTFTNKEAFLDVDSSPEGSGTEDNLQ
# OX1R antagonist – antagonists of human orexin 1 receptor | O43613 | CHO/OX1R cells, Fluo-8 calcium fluorescence, orexin A | inhibition, % at 5 µM | 330,000 compounds, 0.43% hits;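 active = inhibition above its plate's threshold, mean inhibition of all tested compounds on the plate plus 3 SD, cut at about 37% in these data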;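 also: 0% = orexin A challenge wells and 100% = SB-334867-A antagonist wells; not every result past the cut was called active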
# Target sequence (O43613 whole entry, looked up): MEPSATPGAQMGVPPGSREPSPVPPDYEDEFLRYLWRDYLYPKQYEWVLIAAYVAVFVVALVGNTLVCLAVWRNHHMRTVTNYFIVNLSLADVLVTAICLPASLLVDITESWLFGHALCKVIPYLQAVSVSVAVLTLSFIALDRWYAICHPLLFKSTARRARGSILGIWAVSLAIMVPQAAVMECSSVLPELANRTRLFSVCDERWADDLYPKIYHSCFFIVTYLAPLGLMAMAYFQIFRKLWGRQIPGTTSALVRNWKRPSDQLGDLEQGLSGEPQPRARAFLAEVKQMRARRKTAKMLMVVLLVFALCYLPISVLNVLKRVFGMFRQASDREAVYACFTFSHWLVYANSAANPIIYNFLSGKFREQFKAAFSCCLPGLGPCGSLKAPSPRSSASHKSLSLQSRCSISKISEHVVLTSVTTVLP
# Starred values were filed as active, the others as inactive; i = inactive; x = no result given.
mol | CHT PAM | OX1R antagonist
Cc1ccc(CN2CC(C(=O)N3CCN(c4ccccc4Cl)CC3)CC2=O)cc1 (configuration not stated) | x | -13
COC(=O)Cn1c(CN2CCC(Cc3ccccc3)CC2)nc2c1c(=O)n(C)c(=O)n2C | i | -23
O=C(NC1CCCCC1)c1cnn2c(C(F)(F)F)cc(-c3ccco3)nc12 | i | -25
CS(=O)(=O)c1ccc(Cl)c(NC(=O)COC(=O)C23CC4CC(CC(C4)C2)C3)c1 | x | 6
COc1ccc(C(c2c(C)n(C)n(-c3ccccc3)c2=O)c2c(C)n(C)n(-c3ccccc3)c2=O)cc1OC | i | -11
Cc1ccc(/C=N/NC(=O)CN2CCN(S(=O)(=O)c3ccc(Br)cc3)CC2)s1 | i | -42
NC(=O)c1nn(-c2ccccc2)nc1NC(=O)Cn1nnc(-c2ccccc2)n1 | i | 5
CC(=O)c1c(NCc2ccccc2)nc(=O)n(-c2ccccc2)c1C | i | -21
Cc1cc(S(=O)(=O)N2CCCCCC2)c(Cl)cc1Cl | i | -33
CCOc1ccc(N2C(=O)CC(N3CCN(C(=O)c4ccco4)CC3)C2=O)cc1 (configuration not stated) | i | -12
CC1CCCCN1CCCNC(=O)Cn1ncc2c([nH]c3ccccc32)c1=O (configuration not stated) | i | -2
COc1ccc(O)c(C(=O)CC(=O)c2ccccc2)c1 | i | -21
O=C1CS(=O)CN1c1ccc(Oc2ccccc2)cc1 (configuration not stated) | i | -8
CCOC(=O)C1=C(C)NC(=O)NC1c1cc(C)sc1C (configuration not stated) | i | -20
CC(C)C(=O)NC(=S)N(Cc1ccccc1)Cc1ccccc1 | i | -12
Cc1cccc(N2CCN(C3=NC(=O)C(Cc4ccccc4)S3)CC2)c1 (configuration not stated) | i | -28
COCCn1c(=NC(=O)c2ccc(S(=O)(=O)N3CCc4ccccc4C3)cc2)sc2cc(OC)ccc21 | i | -6
Oc1cccc(Oc2ncc(C(F)(F)F)cc2Cl)c1 | i | -4
Brc1cccc(-c2cnco2)c1 | i | -16
COc1ccc(C)cc1NC(=O)COC(=O)c1ccc([N+](=O)[O-])o1 | i | -3
CCOC(=O)c1c(CSc2ccc(CC)cc2)oc2ccc(O)c(CN(C)C)c12 | i | 36
C[C@H](NC(=O)[C@@H]1Cc2ccccc2CN1C(=O)OC(C)(C)C)C(=O)NC1CCCCC1 | i | -17
CCOc1ccc(CCNC(=O)COC(=O)c2cccc(S(=O)(=O)N3CCCCC3)c2)cc1OCC | i | -28
COc1ccccc1C(=O)N/N=C/c1c[nH]c2ccccc12 | i | -19
Cc1ccc(C)c(OCCCC(=O)Nc2ccccc2C(N)=O)c1 | i | -12

# Entries of single compounds, quoted from the list. Screens in order: CHT PAM, OX1R antagonist
# Cc1cccc(N2CCN(C3=NC(=O)C(Cc4ccccc4)S3)CC2)c1 (configuration not stated) is listed as i, -28
# CCOC(=O)c1c(CSc2ccc(CC)cc2)oc2ccc(O)c(CN(C)C)c12 is listed as i, 36
# O=C(NC1CCCCC1)c1cnn2c(C(F)(F)F)cc(-c3ccco3)nc12 is listed as i, -25
# CCOc1ccc(CCNC(=O)COC(=O)c2cccc(S(=O)(=O)N3CCCCC3)c2)cc1OCC is listed as i, -28
# COc1ccc(O)c(C(=O)CC(=O)c2ccccc2)c1 is listed as i, -21

# Arranged by value in OX1R antagonist (high to low): 4 of the compounds above
SMILES	OX1R antagonist
O=C1CS(=O)CN1c1ccc(Oc2ccccc2)cc1 (configuration not stated)	-8
COc1ccc(C(c2c(C)n(C)n(-c3ccccc3)c2=O)c2c(C)n(C)n(-c3ccccc3)c2=O)cc1OC	-11
Brc1cccc(-c2cnco2)c1	-16
Cc1ccc(/C=N/NC(=O)CN2CCN(S(=O)(=O)c3ccc(Br)cc3)CC2)s1	-42

# More records.
mol | CHT PAM | OX1R antagonist
C[C@H]1CN([C@@H](C)CO)C(=O)c2cc(NC(=O)c3ccncc3)ccc2O[C@H]1CN(C)Cc1ccc(C(=O)O)cc1 | x | 8
O=C1COc2ccc(C(=O)CSc3nnc(NCc4ccccc4)s3)cc2N1 | i | 11
CCN1C(=O)c2cccc3c(S(=O)(=O)N4CCC(C)CC4)ccc1c23 | x | -25
Cc1ccc(C(=O)NCC(=O)OC(C)C(=O)Nc2ccc(N3CCOCC3)cc2)s1 (configuration not stated) | i | -13
CCCN1C(=O)c2ccc(C(=O)Nc3ccccc3C(=O)O)cc2C1=O | i | -23
Cc1c(C(=O)OCc2ccccc2)nnn1-c1nonc1N | i | -8
Cn1c(CSCC(=O)Nc2ccccc2)nnc1SCc1ccccc1 | i | -28
FC(F)(F)c1cc(-c2ccc(Cl)cc2)nc(NCc2cccnc2)n1 | i | -34
COc1ccc(C2CC(c3ccccc3)=NN2C(=O)COC(=O)c2nc3nccc(C)n3n2)cc1 (configuration not stated) | i | -25
CCC1CN(C(=O)N2CCC(C(=O)NCc3ccccc3OC)CC2)c2cc(C)ccc2O1 (configuration not stated) | i | -30
COc1cccc(N2CCN(C(=S)Nc3ccc(F)cc3)CC2)c1 | i | -26
CCCc1cc(=O)oc2cc(C)c3c(C)coc3c12 | i | -8
CCOc1ccc(-n2c([S-])c(C(=O)Nc3ccc(S(=O)(=O)N4CCOCC4)cc3)[n+]3cc(C(N)=O)ccc23)cc1 | i | 0
Cc1ccc(CN2CC(C(=O)NC(c3nc4ccccc4[nH]3)C(C)C)CC2=O)cc1 (configuration not stated) | x | -16
C=CCn1c(COc2ccc(F)cc2)nnc1SCC(=O)NC(=O)NCc1ccco1 | i | -16
Cc1ccc(-n2nnnc2-c2cccs2)cc1[N+](=O)[O-] | i | -3
COC(=O)c1sccc1NC(=O)c1ccncc1 | i | -7
CCOC(=O)N1CCC2(CC1)C(C#N)=C(N)Oc1n[nH]c(CSc3ccc(C)cc3)c12 | i | -9
CSc1nc(N)nc2c1ncn2CC(=O)N[C@H](CO)Cc1c[nH]c2ccccc12 | x | 3
C/C(=N\Nc1ccccc1C(=O)O)c1ccncc1 | i | -7
N#CC(Cc1ccccc1OC(F)F)c1nc2ccccc2[nH]1 (configuration not stated) | i | 1
Cc1cc(Nc2ccccc2)nn1C(=O)c1ccccc1 | i | -110
COc1ccc(NC(=O)Nc2ccc(F)c(Cl)c2)cc1 | i | 10
O=C(Nc1ccc(Cl)cc1)C1C2C=CC3(O2)C1C(=O)N(CCN1CCCCC1)C3C(=O)NC1CCCCC1 (configuration not stated) | i | 3
CCc1ccc(/C(C)=N/NC(=O)c2ccc(-n3cnnn3)cc2)cc1 | x | -2

# The listing continues:
mol | CHT PAM | OX1R antagonist
CCOC(=O)C1(CCOc2ccccc2)CCN(CC2CC2)CC1 | i | -30
COc1ccc(Nc2nc(N3CCCCC3)nc3ccccc23)c(OC)c1 | i | -26
Cc1ccc(S(=O)(=O)N2CCN(C(=O)c3c(C)nn(-c4ccccc4)c3Cl)CC2)cc1 | i | -23
Cc1cc(C(=O)Nc2ccc(C)c(S(=O)(=O)N3CCOCC3)c2)c(C)o1 | i | -10
COc1ccccc1N(Cc1ccccc1)S(=O)(=O)c1cccc(C(=O)NCC2CCCO2)c1 (configuration not stated) | x | 29
O=C(CSc1ncnc2sccc12)N1CCN(C(=O)c2cccs2)CC1 | x | -19
Cc1cc(C)nc(SCC(=O)N/N=C\c2sccc2C)n1 | i | -9
CC(C)CNC(=O)C(=O)NCC(c1ccc2c(c1)OCO2)N1CCOCC1 (configuration not stated) | i | -16
CCC(C)CN1CCC(CO)(Cc2ccccc2Cl)CC1 (configuration not stated) | i | -28
CCOC(=O)C1=NN(c2ccccc2C)C2=NC(C)=C(C(=O)OC)C(c3cccs3)N12 (configuration not stated) | i | -39
CCCCc1ccc(NC(=O)c2cnccn2)cc1 | i | -6
COc1ccc(-c2nnc(SC(C)C(=O)Nc3nccs3)n2-c2ccccc2)cc1OC (configuration not stated) | i | -35
N#C/C(=C\c1cccc([N+](=O)[O-])c1)C(=O)NCc1cccnc1 | i | 5
COc1ccc(NC(=O)CSc2nnc(Cn3cnc([N+](=O)[O-])n3)n2C)cc1 | i | -1
Cc1ccccc1NS(=O)(=O)c1ccc(C(=O)N(C)CC(=O)Nc2ccccc2Br)cc1 | x | -4
COC(OC)c1ccc(C#N)c(=O)[nH]1 | i | -10
C=C[C@@H](C)N(Cc1ccc(OC)cc1)S(=O)(=O)N(Cc1ccccc1)[C@H](C=C)C(C)C | x | 1
Cc1c(NC(=O)CSc2ccccc2F)c(=O)n(-c2ccccc2)n1C | i | -13
Cc1ccc(NC(=O)COC(=O)CCC(=O)c2cccs2)cc1 | i | -11
Cn1nnc2cc(C(=O)N3CCN(c4ccccc4)CC3)ccc21 | i | -15
O=C(CSc1n[nH]c(=O)[nH]c1=O)c1cccc([N+](=O)[O-])c1 | i | -8
O=C(Nc1ccccc1N1CCOCC1)C1CCN(S(=O)(=O)c2ccccc2F)CC1 | i | -34
C=CCNC(=O)CSc1cc([N+](=O)[O-])cc(S(=O)(=O)Cc2ccccc2)c1 | i | -12
CCN(CC)CCN1C(=O)C(=O)/C(=C(/O)c2ccncc2)C1c1ccccc1F (configuration not stated) | i | -11
CC(=O)Nc1ccc(NS(=O)(=O)c2ccc(Cl)c(C(=O)O)c2)cc1 | i | 0

# (listing goes on)
mol | CHT PAM | OX1R antagonist
Cn1c(N)cc(=O)n(Cc2ccccc2)c1=O | i | -35
O=C(c1ccco1)N1CCN(C(=O)c2oc(=O)c3ccccc3c2-c2ccccc2)CC1 | i | -23
CCC(=O)c1ccc(OCC(=O)Nc2nc(-c3cccnc3)cs2)cc1 | i | -14
O=C(CN(C1CCCCC1)S(=O)(=O)c1ccccc1)NCc1cccnc1 | i | -21
O=C(C1CC1)N(CCN(Cc1ccccc1)C(=O)C1CC1)Cc1ccccc1 | i | -30
CCCNC(=O)c1ccc(Cn2cc(-c3ccc(OC)cc3)nc2C(C)N)cc1 (configuration not stated) | i | -9
O=C(N[C@H](Cc1ccc(Cl)cc1)C(=O)O)OCC1c2ccccc2-c2ccccc21 | i | -15
CCN(CC)c1ccc(NC(=O)CN2C(=O)NC3(CCc4ccccc43)C2=O)cc1 (configuration not stated) | x | -8
C[C@@H]1NC(=O)/C(=C\c2ccccc2Cl)NC1=O | i | -1
CCCNC(=O)Cn1c(=O)n(C)c2ccccc21 | i | -7
CC(Oc1ccc(Cl)cc1C(N)=O)C(=O)N1CCc2ccccc21 (configuration not stated) | x | -31
CC1CC(C)CN(C(=O)CSc2n[nH]c(N)n2)C1 (configuration not stated) | x | -11
O=C1CNC(=O)N1CC(=O)N1CCCc2ccccc21 | i | -17
O=C(Cc1ccc(Cl)cc1)Nc1ccc(S(=O)(=O)Nc2cnc3ccccc3n2)cc1 | i | -11
Cc1ccc(S(=O)(=O)Nc2ccc(C(=O)Nc3cc(C)on3)cc2)cc1 | i | -7
O=C(O)CCC(=O)Nc1ccc(Br)cc1C(=O)c1ccccc1Cl | i | 4
COc1ccc([N+](=O)[O-])cc1N(CC(=O)O)S(C)(=O)=O | i | -18
CC(=O)NC(c1ccccc1)c1cc([N+](=O)[O-])c2cccnc2c1O (configuration not stated) | i | -24
CCc1ccc(-n2c(=O)c3ccccc3n(CC(=O)NCc3ccco3)c2=O)cc1 | i | -36
CCn1c(Cc2cccs2)nnc1SCC(=O)NC(C)(C)C | i | -18
FC(F)(F)c1cccc(Cc2noc(CN3CCC(c4ccncc4)CC3)n2)c1 | i | 3
Cc1cccc(-c2noc(CCCC(=O)Nc3ccc(C(N)=O)cc3)n2)c1 | i | -4
CC1SCC(NC(=O)c2ccc(Cl)cc2)CS1 (configuration not stated) | i | 2
O=C(C1=C[C@H](c2csc3ccccc23)C[C@H](OCCCCO)O1)N1CCN(Cc2ccc3c(c2)OCO3)CC1 | i | -23
CCOC(=O)C1=C(C)NC(=O)NC1c1cccc(O)c1 (configuration not stated) | i | 2

# Nothing new here: entries from further up.
mol | CHT PAM | OX1R antagonist
O=C(C1=C[C@H](c2csc3ccccc23)C[C@H](OCCCCO)O1)N1CCN(Cc2ccc3c(c2)OCO3)CC1 | i | -23
CCOC(=O)C1=C(C)NC(=O)NC1c1cccc(O)c1 (configuration not stated) | i | 2

# Going on with the list.
mol | CHT PAM | OX1R antagonist
CCn1c(CSc2nc(C)cc(C)n2)nnc1SCC(=O)N1CCCc2ccccc21 | i | -10
CCCCN(CCCC)C(=O)c1cc(Cl)ccc1[N+](=O)[O-] | i | -24
Cc1cccc(C(=O)Nc2c(C(=O)N3CCN(C)CC3)cnn2-c2ccccc2)c1 | i | -10
COc1cc(OC)cc(C(=O)NCCS(=O)(=O)N2CCN(Cc3ccccc3)CC2)c1 | i | -17
O=C1C2ON(c3ccccc3)C(c3cccnc3)C2C(=O)N1c1ccccc1 (configuration not stated) | i | -12
Cc1ccsc1CNc1ncnc2ccc(-c3c(C)noc3C)cc12 | x | -11
CCOC(=O)c1ccccc1NC(=O)C1=COCCO1 | i | -39
Cc1ccc(NC(=O)Cc2ccccc2F)cc1S(=O)(=O)N1CCCCCC1 | x | 14
CCOCCSC1=C(C#N)C(c2cccs2)C(C(C)=O)=C(C)N1 (configuration not stated) | i | -29
Cc1cc(NS(=O)(=O)c2ccc(NC(=O)Nc3cccc(Cl)c3)cc2)no1 | i | -10
COc1ccc(Cn2c(=O)[nH]c3cc(C(=O)NC4CCCC4)ccc3c2=O)cc1 | i | -21
O=C(COC(=O)c1n[nH]c2ccccc12)NC(=O)NCc1ccco1 | i | -9
COc1ccc2c(c1)N(S(=O)(=O)c1ccccc1)CCC2=O | i | 3
